Compound activity (PubChem BioAssay)
ERG-DNA inh: blocks human ERG Ets domain binding to DNA. AID 624246. fluorescence polarization, His-ERG Ets domain / labelled DNA. Potency, µM (highest dose often 76.9 µM), inactives show top-dose FP activity, negative = inhibition, usual class: inhibitors. P11308. 370,000 tested, 0.028% active; active = well fitted inhibition curve with a large enough effect in the polarisation, with a control signal flat; inconclusive = small, poorly fitted or top-dose-only effect, or effect the other way, or a change in a side signal; inactive = no such curve, though single readings can be large or run the other way; the % refers to the polarisation;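 note: polarization taken with two DNA probes labelled with fluorescein and Texas red; potency is the fitted concentration of half-maximal effect; % of control where 0% means no effect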
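His-tagged ERG Ets domain (1 uM in the protein solution; 300mM KCl, 50mM Tris-HCl, 1mM EDTA, 1mM DTT, pH 7.5) received compound, then a probe mix of 5 nM fluorescein-DNA and 100nM Texas-615-DNA. Fluorescence polarization was read for both dyes.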
PGK inhibitor: blocks T. brucei phosphoglycerate kinase; P07378; PGK/GAPDH coupled, Kinase-Glo luminescence, 60 min; 380,000 tested, 0.043% active; AID 602233; Potency, µM (doses to about 57.5 µM), inactives show at the highest dose activity change, negative = inhibition, usual class: inhibitors; note: potency is the fitted concentration of half-maximal effect; % is set by controls: 0 for no effect and ±100 for the full control effect; nearly all actives have a fitted effect of over 60% in size
Target sequence (P07378 whole entry, looked up): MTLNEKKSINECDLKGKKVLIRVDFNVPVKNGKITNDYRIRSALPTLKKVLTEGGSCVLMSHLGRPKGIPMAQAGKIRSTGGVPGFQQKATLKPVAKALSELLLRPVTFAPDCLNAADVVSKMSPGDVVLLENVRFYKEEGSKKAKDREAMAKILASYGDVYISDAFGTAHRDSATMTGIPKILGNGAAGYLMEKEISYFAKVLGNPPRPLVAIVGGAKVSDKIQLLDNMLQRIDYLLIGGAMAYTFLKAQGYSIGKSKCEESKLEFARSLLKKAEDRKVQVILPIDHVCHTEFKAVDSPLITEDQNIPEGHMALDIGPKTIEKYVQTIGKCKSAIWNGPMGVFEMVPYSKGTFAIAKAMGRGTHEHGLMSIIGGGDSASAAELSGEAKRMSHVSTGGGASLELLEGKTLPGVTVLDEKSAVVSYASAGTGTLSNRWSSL
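Luminescent ATP detection (Kinase-Glo Plus) follows a 60-minute room-temperature incubation, with wells lacking PGK as controls. Buffer: 100 mM TEA (pH 7.6), 5 mM MgCl2, 0.01% Tween-20. Coupling enzyme GAPDH (100 nM final) supplies unstable 1,3-BPG in-well.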
GLS inhibitor: blocks human kidney-isoform glutaminase activity; O94925; GLS enzymatic activity, qHTS titration; Potency, µM (doses to about 45.5 µM), without a hit: at the highest dose activity change, negative = inhibition, most hits filed as inhibitors; 410,000 tested, 0.21% active; AID 624170; note: potency is the fitted concentration of half-maximal effect; % is set by controls: 0 for no effect and ±100 for the full control effect
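hKGA in 45 mM KH2PO4 (pH 8.2), 0.02% Tween-20 with compound, then 1mM L-Glutamine (stock as added) plus glutamate oxidase/HRP/Amplex red coupling mix. Fluorescence read initially and after 30 min at RT; signal change reflects glutamate formation.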
BAZ2B block: blocks human BAZ2B. AlphaScreen BAZ2B-H3K14Ac peptide displacement. AID 504333. Q9UIF8. 360,000 tested, 4.4% active. Potency, µM (titrated, usually from 114 µM), for the others: at the top dose activity change, negative = inhibition, hits mostly inhibitors; note: potency is the fitted concentration of half-maximal effect; % is set by controls: 0 for no effect and ±100 for the full control effect; nearly all actives have a fitted effect of over 60% in size
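AlphaScreen luminescence quantifies BAZ2B engagement of H3K14Ac peptide; the protein and biotinylated peptide are both at 50 nM final, buffer PBS pH 7.4 with 0.01% Tween-20, all steps at room temperature.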
HP1b binding inh: inhibitors of HP1-beta chromodomain binding to methylated histone tails; AlphaScreen HP1-beta / biotin-H3K9me3 peptide binding; Potency, µM (highest dose often 114 µM), without a hit: at the top dose activity change, negative = inhibition, hits mostly inhibitors; AID 540317; P83916; 390,000 tested, 0.56% active; note: potency is the fitted concentration of half-maximal effect; nearly all actives have a fitted effect of over 70% in size; inactives centre near 23
Target sequence (P83916 whole entry, looked up): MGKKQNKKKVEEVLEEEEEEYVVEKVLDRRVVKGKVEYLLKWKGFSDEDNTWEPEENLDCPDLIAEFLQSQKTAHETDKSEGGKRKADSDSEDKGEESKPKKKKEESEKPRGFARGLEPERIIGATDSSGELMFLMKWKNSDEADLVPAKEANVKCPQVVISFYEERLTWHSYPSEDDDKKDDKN
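AlphaScreen: HP1-beta (50 nM) preformed 30 min with biotin-H3(1-18)K9me3 peptide (50 nM) in PBS pH 7.4, 0.01% Tween-20. Compound added for 30 min at RT, then streptavidin donor/nickel chelate acceptor beads (10 ug/mL) for 30 min.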
JMJD2A Tudor inh: blocks the human JMJD2A Tudor domain. Potency, µM (highest dose often 114 µM), without a hit: at the highest dose activity change, negative = inhibition, actives largely listed as inhibitors. 390,000 tested, 4.4% active. AlphaScreen JMJD2A-Tudor / H3K4me3 peptide binding. O75164. AID 504339; note: potency is the fitted concentration of half-maximal effect; % is set by controls: 0 for no effect and ±100 for the full control effect; nearly all actives have a fitted effect of over 50% in size
Pin1 inhibitor: human Pin1 inhibition. Pin1 FP peptide displacement, HiFluor488, 10 min. AID 504891. Q13526. Potency, µM (highest dose often 115 µM), without a hit: at the highest dose activity, negative = inhibition, hits mostly inhibitors. 390,000 tested, 0.009% active; active = well fitted inhibition curve with a large enough effect in the polarisation, with a control signal flat, not every such curve was filed as active; inconclusive = small, poorly fitted or top-dose-only effect, or effect the other way, or a change in a side signal; inactive = no such curve, though single readings can be large or run the other way; the % refers to the polarisation; note: potency is the fitted concentration of half-maximal effect; % is set by controls: 0 for no effect and ±100 for the full control effect
Target sequence (Q13526 whole entry, looked up): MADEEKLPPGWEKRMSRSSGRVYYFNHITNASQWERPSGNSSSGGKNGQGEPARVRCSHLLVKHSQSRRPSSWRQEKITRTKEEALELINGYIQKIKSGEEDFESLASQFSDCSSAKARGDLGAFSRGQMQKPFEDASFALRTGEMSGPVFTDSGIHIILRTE
G9a block: blocks human histone lysine methyltransferase G9a | Q96KQ7 | G9a H3K9 monomethylation, AlphaScreen, 2 h | Potency, µM (top dose mostly 102 µM), for inactives: top-dose activity, negative = inhibition, actives largely listed as inhibitors | 350,000 tested, 8.8% active | AID 504332; note: potency is the fitted concentration of half-maximal effect; % is set by controls: 0 for no effect and ±100 for the full control effect; nearly all actives have a fitted effect of over 75% in size
Target sequence (Q96KQ7 913-1193 limits assumed): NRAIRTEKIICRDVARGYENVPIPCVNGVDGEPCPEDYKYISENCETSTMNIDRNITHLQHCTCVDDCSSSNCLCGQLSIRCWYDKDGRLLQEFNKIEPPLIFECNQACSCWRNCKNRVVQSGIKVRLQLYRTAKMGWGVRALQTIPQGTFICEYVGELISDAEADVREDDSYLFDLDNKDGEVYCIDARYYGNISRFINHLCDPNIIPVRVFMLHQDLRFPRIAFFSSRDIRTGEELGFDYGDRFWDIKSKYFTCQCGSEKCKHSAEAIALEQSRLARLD
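Compounds were preincubated with 20 nM G9a for 15 min, after which biotinylated H3K9 peptide (500 nM) and SAM (20 uM) started a 2 h room-temperature reaction. Monomethylated product was quantified by antibody-based AlphaScreen chemiluminescence.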
PI4K2A inh: blocks human PI4K2A kinase activity; activity change, negative = inhibition, % at 76.9 µM; AID 1346378; Q9BTU6; 420,000 tested, 0.13% active; purified PI4K2A, ADP-Glo luminescence, 1 h; stronger effect = lower value; in the data active = activity change below about -50%; inconclusive = mostly about -30% to -49%;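 note: -100% = wells without enzyme as full effect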
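ADP-Glo luminescence measured ADP generated by PI4K2A enzyme (4 ug/mL before mixing) with 1.2 mM PI substrate (pre-mix) and 300 microM ATP (pre-mix). Tris pH7.5 buffer with MgCl2, Triton X-100; 1 h reaction at ambient temperature.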
* = called active by the depositor; i = inactive; ? = inconclusive; . = no result given; [ ] = remark or other dose. Unless noted, calls come from the whole dose curve; as a rule, active = well fitted curve in the direction sought with a large enough effect; inconclusive = small, poorly fitted or top-dose-only effect, or another doubt; inactive = no such curve, though single readings can be large; an effect the other way counts as inactive or inconclusive.

SMILES | ERG-DNA inh | PGK inhibitor | GLS inhibitor | BAZ2B block | HP1b binding inh | JMJD2A Tudor inh | Pin1 inhibitor | G9a block | PI4K2A inh
CCC1=C(OC(=O)N(CC)CC)N2C(=O)OC(=NCC(=O)OC)[C@]2(C)[C@H]2C1=CC[C@H]1C(=O)NC(=O)[C@H]12 | 11% | -9% | -9% | 5% | 39%[activator] | -3% | -2% | -7%[12.7 µM] | 3
CCOC(=O)C1=C(C)NC2=C(C(=O)c3ccccc32)C1c1ccc([N+](=O)[O-])o1 (stereo not drawn) | -6% | -1% | ? | 11µM* | 50µM* | 22µM* | -2% | . | -2
NC(=O)NC(=O)COC(=O)c1ccc(Cl)c(S(=O)(=O)N(Cc2ccccc2)c2ccc(Cl)cc2)c1 | -1% | 2% | 1% | -32% | 5% | -18% | 9% | 3%[59 µM] | -3
Cc1oncc1-c1csc(-c2ccccc2)n1 | 3% | i | -3% | 82%[activator] | 51%[activator] | 9% | 3% | 77%[activator] | -4
C#CCOCCOCCOCCNc1nc(N2CCN(C(=O)Cn3cc(CC(C)O)nn3)CC2)nc(N2CCN(C(=O)[C@H](CCCCN)n3cc(CC(C)O)nn3)CC2)n1 (stereo partly drawn) | 8% | 8% | 1% | . | 21% | -3% | 3% | . | -4
O=C1NC(c2ccccc2)=NC1(Nc1ccccn1)C(F)(F)F (stereo not drawn) | -10% | -7% | -7% | -4% | 23% | -6% | -4% | 14%[59 µM] | -10
CC(C)CCNC(=O)CCCn1c(=O)c2cccn2c2ccccc21 | 10% | -4% | 1% | -25% | 11% | ? | 15% | -28%[59 µM] | 0
CCC(C(=O)NCCCN1CCN(CCCNC(=O)C(CC)c2ccccc2)CC1)c1ccccc1 (stereo not drawn) | -7% | 4% | 14% | 7% | 34% | -12% | 1% | . | 2
O=C(Nc1nc2ccccc2c(=O)[nH]1)c1ccccc1SCc1ccccc1 | -6% | -8% | -1% | -7% | -12% | -17% | 13% | ? | 1
COc1ccc(S(=O)(=O)N2CCN(CC(=O)NC3CC3)CC2)cc1 | -1% | i | 14% | -16% | 25% | -5% | -9% | 8% | -2
CNc1ccccc1C(=O)OCC(=O)N(CCOC)c1c(N)n(CC(C)C)c(=O)[nH]c1=O | -9% | i | -8% | -3% | 29% | -3% | -4% | -1% | 0
N#C/C(=C\c1ccco1)C(=O)Nc1ccc(S(N)(=O)=O)cc1 | 8% | 7% | 4% | -11% | 30% | -7% | 18% | 3% | ?
CCCCN(C)C(=O)C1CCCN(S(=O)(=O)c2ccc3c(c2)CC(C)N3C(=O)C2CC2)C1 (stereo not drawn) | -2% | -8% | 5% | -12% | 80%[activator] | -8% | 4% | -1%[59 µM] | -5
Cc1nn(C(C)C(=O)c2cccc(Cl)c2)c(C)c1[N+](=O)[O-] (stereo not drawn) | -1% | 0% | 9% | -7% | 24% | 6% | -1% | 39%[12.7 µM] | -2
O=c1c2c([N+](=O)[O-])cc([N+](=O)[O-])cc2nc2ccccn12 | -5% | -2% | -7% | ? | 16% | -21% | -1% | ? | -1
Cc1cccc(C)c1NC(=O)N1CCC(C(N)=O)(N2CCCCC2)CC1 | -2% | i | 2% | 0% | 16% | -15% | -8% | -1%[59 µM] | -4
CN1C(C(=O)c2ccccc2)=C(OC(=O)c2ccc(Br)cc2)c2ccccc2S1(=O)=O | 0% | i | 5% | -29% | 13% | -35% | 13% | ? | 50
CCN(CC)c1ccc(-c2nn3c(-c4n[nH]c5c4CCC5)nnc3s2)cc1 | 1% | -3% | 4% | 10% | 30% | -1% | 78%[activator] | -38% | -6
Cc1c(C2(O)CCCCC2)[nH]c2ncccc12 | 1% | i | -5% | -3% | 26% | -10% | 1% | 4%[0.501 µM] | 4
Cc1ccc(NC(=O)Cn2c(=O)n(Cc3ccc4c(c3)OCO4)c(=O)c3ccccc32)c(C)c1 | 2% | 8% | 0% | 0% | 49%[activator] | -10% | 22% | 0%[59 µM] | -1
NC(=O)c1cccc2ccccc12 | 0% | 4% | 3% | 4% | 27% | -6% | 6% | . | 5
Cc1ccc(CNC(=O)CN(c2ccc(Cl)cc2)S(C)(=O)=O)cc1 | -8% | -9% | -9% | -8% | 35% | 4% | 1% | 20% | 5
COc1ccccc1-c1nc(SC)n[nH]1 | 15% | -1% | 3% | -12% | 52%[activator] | -3% | 1% | -11% | 1
O=C(NCC(O)c1ccccc1)c1ccc(Cl)c(S(=O)(=O)N2CCCC2)c1 (stereo not drawn) | 12% | -6% | 5% | -6% | 8% | -10% | -3% | 11% | 3
COc1cccc2c1Oc1nc(-c3ccccc3)nc(SCC(=O)Nc3ccccc3)c1C2 | -4% | 0% | 1% | -3% | 39%[activator] | -14% | 2% | 5%[59 µM] | 1
Cc1cc(C(=O)COC(=O)CN(C)S(=O)(=O)c2ccc(Cl)cc2)c(C)n1Cc1cccs1 | -1% | -6% | 4% | -35% | -7% | -18%[57.1 µM] | 16% | -5%[12.7 µM] | -5
CCCCn1c(N)c(N(CCC(C)C)C(=O)c2cccc(S(=O)(=O)N3CCN(C)CC3)c2)c(=O)[nH]c1=O | -12% | i | -14% | -6% | 20% | -16% | -8% | 1% | -5
Cc1nn(-c2ccccc2)c(N2CCCC2)c1/C=N/O | -3% | -6% | 33%[activator] | -7% | 28% | -3% | -3% | 1%[12.7 µM] | 2
Cn1ccsc1=NC(=O)c1cc(S(=O)(=O)N2CCOCC2)ccc1Cl | -3% | -7% | 3% | -5% | 15% | -19% | -1% | 3% | -2
CCOC(=O)c1c(C)[nH]c(C(=O)COC(=O)C2CC2)c1C | 3% | 3% | 14% | -5% | 9% | -20% | -7% | -32% | -6
COc1ccc(C(=O)N2CCN(S(=O)(=O)c3ccc(Cl)cc3)CC2)cc1S(=O)(=O)N1CCOCC1 | -5% | i | -1% | . | 32% | -8% | 7% | . | 0
Cc1cccc(C)c1N(CC(=O)Nc1cccc(N(C)S(C)(=O)=O)c1)S(C)(=O)=O | 12% | i | 4% | 1% | 55%[activator] | -11% | 2% | 2% | 3
O=C(CN1CCN(Cc2ccc(Cl)cc2)CC1)N/N=C/c1cccs1 | 15% | 0% | 3% | -16% | 25% | -15% | 0% | 0% | 1
O=S(=O)(c1ccccc1Br)N1CCC(O)(c2cccnc2)CC1 | 14% | 5% | 6% | -14% | 35% | -12% | 0% | 3% | 4
OC(CNCc1cccc(Cl)c1)c1ccccc1 (stereo not drawn) | -4% | 22% | 0% | ? | 33% | -9% | 1% | . | 1
CCOc1ccccc1NC(=O)c1cnn2c(C(F)F)cc(-c3ccccc3)nc12 | 3% | -3% | -2% | -26% | 7% | ? | -5% | -36%[59 µM] | -2

Retrieved one by one from above:
SMILES | ERG-DNA inh | PGK inhibitor | GLS inhibitor | BAZ2B block | HP1b binding inh | JMJD2A Tudor inh | Pin1 inhibitor | G9a block | PI4K2A inh
Cc1cccc(C)c1N(CC(=O)Nc1cccc(N(C)S(C)(=O)=O)c1)S(C)(=O)=O | 12% | i | 4% | 1% | 55%[activator] | -11% | 2% | 2% | 3
OC(CNCc1cccc(Cl)c1)c1ccccc1 (stereo not drawn) | -4% | 22% | 0% | ? | 33% | -9% | 1% | . | 1

(continued)
SMILES | ERG-DNA inh | PGK inhibitor | GLS inhibitor | BAZ2B block | HP1b binding inh | JMJD2A Tudor inh | Pin1 inhibitor | G9a block | PI4K2A inh
CCO[C@@H]1OC(C(=O)N2CCN(Cc3ccc4c(c3)OCO4)CC2)=C[C@H](c2ccc3c(c2)OCO3)[C@H]1CCCO | -17% | -5% | 2% | -28% | 14% | -30% | -4% | 15%[12.7 µM] | -1
CC(C)CN(CCCNC(=O)CN1C(=O)COc2ccc(S(=O)(=O)N3CCC(C)CC3)cc21)CC(C)C | 4% | i | 1% | -2%[57.1 µM] | 32% | -8% | -11% | -5% | 7
O=C(Cn1cc2c(n1)CCCC2)Nc1cc(C(F)(F)F)ccc1Cl | 6% | 5% | -16% | 3% | 21% | -1% | -3% | 3%[59 µM] | -3
CCCOC(=O)CSc1ncnc2sc3c(c12)CCC(C)C3 (stereo not drawn) | -2% | -7% | -16% | 271%[activator] | 235%[activator] | 200%[activator] | -3% | 124%[activator][59 µM] | 0
Cc1c(C=O)c2ccccc2n1CC(=O)NCc1ccccc1 | 11% | i | -2% | 2% | 54%[activator] | -8%[11.4 µM] | 1% | -29% | -18
CCn1cc(/C=C(\NC(=O)c2ccc(C)cc2)C(=O)NCCN2CCOCC2)c2ccccc21 | 7% | i | 14% | -11% | 16% | ? | ? | . | -4
Cc1nc2ccc(S(=O)(=O)CCC(=O)Nc3ccc(C)c(C)c3)cc2s1 | 2% | i | 9% | -31% | 35% | -24% | 3% | ? | -4
CCC(C)NC(=O)C1CCC(=O)N(c2cc(OC)c(OC)c(OC)c2)C1c1ccc(OC)cc1 (stereo not drawn) | -8% | -6% | -5% | -5% | 46%[activator] | -19%[57.1 µM] | 0% | -3%[59 µM] | 0
O=Cc1ccc(N2CCCCC2)cc1 | -7% | -8% | 0% | -12% | 36% | 10% | -1% | -6%[59 µM] | -8
COc1cc(OC)cc(C(=O)Nc2nnc(-c3cccnc3)o2)c1 | -3% | 0% | 0% | 56µM* | 45%[activator] | 6% | -1% | 7% | 2
Cc1cc(C(=O)N2CCCC(N3CCN(Cc4ccc5c(c4)OCO5)CC3)C2)n[nH]1 (stereo not drawn) | -6% | -6% | 0% | 3% | 47%[activator] | -21% | -9% | 12% | 8
